LYP inh 2: LYP (human) phosphatase inhibition | Q9Y2R2 | recombinant LYP catalytic domain, DiFMUP fluorescence | inhibition, % at 2 µM | hit rate 0.21% among 96,000 | AID 640;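 active means inhibition at 2 µM at or above a set limit, the screen mean plus 3 SD, cut at about 24% in these data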;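 further: 0% = DMSO with enzyme and 100% = enzyme fully blocked by orthovanadate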
Target sequence (Q9Y2R2 whole entry, looked up, the tested form may be a part): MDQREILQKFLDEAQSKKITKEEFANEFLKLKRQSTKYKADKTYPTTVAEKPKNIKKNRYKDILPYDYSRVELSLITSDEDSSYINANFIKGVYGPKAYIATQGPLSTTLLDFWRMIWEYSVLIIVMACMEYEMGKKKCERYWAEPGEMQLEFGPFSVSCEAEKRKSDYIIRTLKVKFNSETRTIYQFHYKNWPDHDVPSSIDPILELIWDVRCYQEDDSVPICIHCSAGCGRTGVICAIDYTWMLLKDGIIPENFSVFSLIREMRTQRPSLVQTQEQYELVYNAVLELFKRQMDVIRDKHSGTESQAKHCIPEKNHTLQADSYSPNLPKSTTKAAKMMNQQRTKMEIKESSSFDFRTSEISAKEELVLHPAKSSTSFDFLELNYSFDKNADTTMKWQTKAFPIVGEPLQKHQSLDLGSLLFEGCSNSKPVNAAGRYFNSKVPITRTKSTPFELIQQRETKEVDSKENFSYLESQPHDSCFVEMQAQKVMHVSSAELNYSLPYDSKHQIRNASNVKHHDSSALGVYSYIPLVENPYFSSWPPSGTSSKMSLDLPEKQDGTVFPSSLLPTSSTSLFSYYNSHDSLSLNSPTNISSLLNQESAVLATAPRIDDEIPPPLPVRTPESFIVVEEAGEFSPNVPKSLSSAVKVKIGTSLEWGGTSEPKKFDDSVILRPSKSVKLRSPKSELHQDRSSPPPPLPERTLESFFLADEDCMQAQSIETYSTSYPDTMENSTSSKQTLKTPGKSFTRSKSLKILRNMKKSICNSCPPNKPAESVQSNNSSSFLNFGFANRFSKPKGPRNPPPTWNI
Pyk2 oligo antag: antagonists of human Pyk2 oligomerization | Q293 cells, Pyk2 FERM NanoBiT luminescence; hits give low values | z-score (the deposit names both 25 µM and 10 µM) | hit rate 0.83% among 99,000 | AID 1347419;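 active means Z-score of -3 or lower, scaled per plate to the spread of control and sample wells; inactive means z-score above -3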;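 further: negative z-score means lost luminescence so less FERM oligomerization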
E coli WT exp: E. coli BW25113 growth inhibition, expanded screen; OD600 absorbance; growth inhibition, % at 100 µM; hit rate 0.15% among 98,000; AID 710;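 active means growth inhibition above about 50% at one test dose, limit read from the data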;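 further: growth measured after 20 h incubation at 37 °C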
PostGolgi yeast: growth inhibition of a yeast mutant, post-Golgi transport screen | post-Golgi transport phenotypic cell assay | inhibition, % at 10 µM | hit rate 0.9% among 98,000 | AID 739;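 further: yeast cells grown in 1536-well plates; yeast grown about 18 h at 30C before absorbance read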
hDAT+cocaine: changed human dopamine transporter uptake under cocaine IC80; Q01959; hit rate 1.3% among 110,000; B-score at 10 µM; AID 449768; LLC-PK1 hDAT cells, [14C]-dopamine uptake with cocaine IC80; actives deviate in either direction;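 active means Z score or B-score, a plate-position-corrected score, falls beyond the plate's 99.7% confidence bounds, in either direction; inactive means both scores lie inside the 99.7% bounds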;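 further: scored against the spread of the other compound wells on the same plate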
CYP2C9 act: increases human cytochrome P450 2C9 activity. recombinant CYP2C9, luciferin-H conversion, luminescence; hits give high values; factor 1 = untreated enzyme, 0 = blocked. activation factor at 5 µM. hit rate 1.4% among 96,000;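 active means activation factor of 2 or more for CYP2C9 at a 5 µM dose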;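 further: 0 = sulfaphenazole-blocked wells and 1 = vehicle-only wells; values of inactives mirror those of a sister screen read the other way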
PTPN22 act: activators of human LYP (PTPN22) phosphatase. activation, % at 2 µM. recombinant LYP, DiFMUP fluorescence; 0 = plate median, 100 = signal doubled. hit rate 0.11% among 96,000. AID 697;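 active means activation at 2 µM above a set limit, the mean plus 5 SD, cut at about 37% in these data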
CYP2C9 inh: human CYP2C9 inhibition | P11712 | CYP2C9 Supersomes, luciferin-H conversion, luminescence | inhibition, % at 5 µM | hit rate 20% among 96,000;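 active means blocking of liver enzyme CYP2C9 beyond about 50% at 5 µM, limit read from the data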; further: values of inactives mirror those of a sister screen read the other way
PostGolgi ctrl: yeast control strain growth, post-Golgi counter-screen. inhibition, % at 10 µM. hit rate 5% among 98,000. efflux-deficient yeast background strain, growth absorbance A615, 16 h. AID 738
The depositor's hits bear a star; . = not tested or not shown. Unless noted, no stated cut-off is given here; in the data, active means inhibition above about 30%; inactive means the rest.

SMILES | LYP inh 2 | Pyk2 oligo antag | E coli WT exp | PostGolgi yeast | hDAT+cocaine | CYP2C9 act | PTPN22 act | CYP2C9 inh | PostGolgi ctrl
CC(=O)NC(=O)COC(=O)/C=C/c1c(C)nn(Cc2c(Cl)cccc2Cl)c1Cl | -8 | 0.39 | -1 | -4 | 0.041 | 0.6 | 5 | 41 | -6
CCn1c(SCC(=O)NCC2CCCO2)nc2cc(S(=O)(=O)N3CCCCC3)ccc21 (centres undefined) | -8 | -0.09 | -8 | -6 | 0.48 | 0.5 | 5 | 50* | 4
COC(=O)Cn1nc(-c2ccccc2)n(-c2ccccc2)c1=S | -2 | -0.72 | 9 | 1 | 0.44 | 1 | 3 | 0 | 4
O=C(c1ccccc1NS(=O)(=O)c1cccc([N+](=O)[O-])c1)N1CCOCC1 | 3 | -0.06 | -1 | 2 | -1.2 | 1 | 1 | 1 | 9
O=C(CN1CCN(c2ccccn2)CC1)Nc1ccc(Cl)c(C(F)(F)F)c1 | -3 | 0.88 | -11 | -2 | 0.069 | 0.9 | 3 | 5 | 17
O=S(=O)(N1CCCCCC1)N1CCN(S(=O)(=O)N2CCOCC2)CC1 | -3 | 0.32 | -1 | 2 | -0.2 | 0.9 | -2 | 9 | 3
COc1ccc(CN(C)c2ncnc(N)n2)cc1 | 2 | 1.2 | 5 | -4 | -0.2 | 0.9 | -2 | 11 | 7
Cc1cc(=O)oc2cc(OCC(=O)N3c4ccccc4CC3C)ccc12 (centres undefined) | -2 | -0.13 | 1 | 7 | -0.27 | 0.9 | 2 | 14 | -5
Cc1ccc(S(=O)(=O)NC(=O)COc2ccccc2C)cc1 | 4 | -0.75 | . | . | -1 | . | -3 | . | .
Cc1cc(C)n2nc(-c3cnn(C)c3C(F)(F)F)c(Cl)c2n1 | 0 | -0.07 | 0 | -3 | 0.27 | 0.7 | 3 | 28 | -6
Cc1ccc(C)c(-n2c(CNC(=O)c3ccco3)nnc2SCC(=O)Nc2nccs2)c1 | -5 | -1 | 0 | -5 | 0.051 | 0.9 | 5 | 9 | 1
Cc1ccc(-c2csc(NC(=O)c3cccc([N+](=O)[O-])c3)n2)cc1 | -27 | 1.6 | -14 | -4 | -0.27 | 1.1 | 29 | -10 | 19
CCOc1ccc(CC(=O)N2CCN(c3ccc(N4CCOCC4)nn3)CC2)cc1OCC | . | . | -6 | -3 | . | 0.9 | . | 8 | 1
Cc1cc(C)cc(Oc2ccc(N)cc2)c1 | -8 | 0.37 | 27 | -2 | 0.19 | 1.8 | 6 | -77 | 7
Cc1ccccc1CSc1nnc(-c2ccco2)n1Cc1ccco1 | 7 | -1.2 | 1 | -1 | 0.85 | 0.9 | -8 | 10 | 39*
CCn1c(COc2ccccc2)nnc1SCc1ccc(C#N)cc1 | -10 | 0.04 | 5 | 1 | 0.77 | 0.8 | 9 | 17 | 7
CCOc1cccc(CNc2ccc(O)cc2)c1OCc1ccc(Cl)cc1 | 6 | 0.48 | 5 | -14 | 1 | 0.6 | -3 | 44 | 9
O=C(CN1CCCCC1)N1c2ccccc2Sc2ccc(C(F)(F)F)cc21 | 0 | -0.2 | . | . | 0.64 | . | 1 | . | .
CCc1ccc(OCCCC(=O)Nc2ccc(N3CCCCC3)cc2)cc1 | 4 | 0.63 | -11 | -5 | 0.51 | 0.8 | 0 | 24 | 6
CC(=O)Nc1ccccc1C(=O)C(=O)Nc1cccc(F)c1 | -4 | -0.44 | . | . | 1 | . | 2 | . | .
O=C(c1ccncc1)N1CCN(C(=O)c2ccncc2)CC1 | 4 | 0.69 | -4 | 21 | 0.51 | 1.2 | -1 | -16 | 3
Cc1nc2ncnn2c(N2CCN(C(=O)Cc3cccs3)CC2)c1C | 3 | 0.34 | 3 | -5 | 0.32 | 0.9 | -1 | 6 | 1
COCCn1c(=O)[nH]c2cc(C(=O)OC)ccc2c1=O | -5 | 0.12 | -5 | -9 | -0.0047 | 0.9 | 3 | 8 | 13
COc1cccc(-n2c(SCC(=O)NC3CCCCC3)nc3n[nH]c(C)c3c2=N)c1 | -1 | -0.87 | 15 | -1 | -0.0082 | 0.8 | -2 | 19 | -9
O=C(COC(=O)C1CC(=O)N(Cc2ccco2)C1)c1ccc(OC(=O)c2ccco2)cc1 (centres undefined) | -3 | 1.8 | 1 | 2 | -0.32 | . | -2 | . | 1
COc1ccc(C2C(C#N)=C(N)Oc3n[nH]c(C)c32)cc1CSc1ccccn1 (centres undefined) | -3 | -0.39 | 1 | 4 | 1.2 | 0.7 | 3 | 32 | -1
O=C1OC(OC2CCCCC2)(c2ccccc2)c2ccccc21 (centres undefined) | 4 | -0.62 | -5 | 6 | -0.65 | 0.7 | -2 | 26 | 39*
Cc1cccc(NC(=O)Nc2cccc(C)n2)n1 | -5 | 0.5 | 0 | 3 | 0.32 | 1.3 | 4 | -26 | 7
N#Cc1cc2c(nc1SCc1nc3ccccc3[nH]1)CCC2 | -5 | . | 3 | -1 | -1 | 0.7 | 2 | 28 | 12
O=S(=O)(c1ccc(Oc2ccc(-c3nnco3)cc2)nc1)N1CCC(Cc2ccccc2)CC1 | 2 | 0.93 | -8 | -10 | -0.33 | 0.4 | 2 | 58* | -1
COc1cccc(Sc2cc(N3CCOCC3)nc(-c3ccccc3)n2)c1 | -2 | 0.37 | -19 | 1 | . | 0.6 | 5 | 42 | 20
CN(C)CCCN1CC(C(=O)O)CC1=O (centres undefined) | 8 | -0.62 | -15 | -7 | 0.27 | 1.1 | -3 | -9 | 0
CCCCC(c1nnnn1CCOC)N1CCN(Cc2ccccc2)CC1 (centres undefined) | -11 | -0.17 | . | . | -0.53 | . | 10 | . | .
O=C(CSc1nc2ccccc2o1)Nc1ccc(N2CCOCC2)cc1 | -7 | 0.55 | 25 | 2 | -1.1 | 0.8 | 4 | 24 | 6
CCOC(=O)c1cc(C(=O)OCC)cc(-n2cc(O)c(C(=O)OCC)n2)c1 | 0 | -1.6 | 3 | 6 | 0.13 | 1.1 | 2 | -10 | 7
c1coc(-c2nc(-c3ccco3)c(-c3ccco3)nc2-c2ccco2)c1 | -3 | 0.64 | -3 | 4 | 0.79 | 0.8 | 1 | 17 | 4
COC(=O)C(C)Sc1nnc(Cc2cc(=O)[nH]c(=O)[nH]2)n1-c1cccc(OC)c1 (centres undefined) | 4 | . | 4 | -9 | -1.2 | 1.1 | -5 | -14 | 12
Cc1cc(C)nc(N2CCCC(C(=O)NCc3cccs3)C2)n1 (centres undefined) | -9 | 0.55 | -2 | -7 | 0.018 | 1.2 | 8 | -20 | 3
Cn1c(=O)[nH]c(=O)c2c1nc(CN1CCOCC1)n2CCc1ccccc1 | -6 | 0.62 | -2 | 2 | -0.098 | . | 1 | . | 2
CCOC(=O)c1ccccc1NCN1C(=O)CSC1=O | . | -0.29 | 4 | 7 | -0.35 | 1.2 | . | -19 | -5
COc1ccc(S(=O)(=O)N2CCN(C(=O)c3cnc(C)cn3)CC2)cc1 | 13 | 0 | 3 | 2 | -0.19 | 1 | -13 | 0 | -9
CCN(CC)Cc1csc(C(N)=O)c1 | 1 | -0.34 | -1 | 7 | -0.25 | 1.2 | -4 | -24 | 7
CC(C)C(=O)Nc1nc2cc3c(cc2s1)OCO3 | 5 | . | 10 | 4 | -1.1 | 0.6 | -6 | 39 | 9
CN1C(=O)C2(c3ccccc31)C1CCCC=C1C(C#N)=C(N)C2(C#N)C#N (centres undefined) | -8 | -0.15 | 0 | -3 | -0.97 | 0.8 | 7 | 19 | 4
CC1CC(N(C(=O)C2CC2)c2ccccc2)c2ccccc2N1C(=O)C1CC1 (centres undefined) | -8 | -0.05 | 9 | -3 | 0.72 | 0.9 | 6 | 7 | -3
COc1ccc(/C=N/NC(=O)C(=O)NCc2cccnc2)cc1OC | 14 | -0.63 | -11 | 21 | -1.7 | 1 | -12 | -2 | -12
CC(C)(C)NS(=O)(=O)c1ccc(OCC(=O)Nc2ccc3c(c2)OCCO3)cc1 | . | -0.52 | -3 | -3 | -0.071 | 0.5 | . | 47 | -3
CC1Cc2cc(/C(O)=C3/C(=O)C(=O)N(CCCn4ccnc4)C3c3ccco3)ccc2O1 (centres undefined) | -10 | -0.05 | -1 | 4 | 0.19 | 0.8 | 10 | 22 | -6
COc1ccc(-c2csc(N3CCC(C(N)=O)(N4CCCCC4)CC3)n2)cc1 | -9 | 0.34 | -4 | 4 | 2.2 | 0.8 | 9 | 15 | 7
CCCc1[nH]nc2c1C(CCc1ccccc1)C(C#N)=C(N)O2 (centres undefined) | 4 | -0.07 | 6 | -2 | 1.3 | 0.3 | -4 | 69* | 20
Cc1ccc(S(=O)(=O)CC(=O)Nc2ccc(S(=O)(=O)Nc3onc(C)c3C)cc2)cc1 | 1 | 0.83 | 0 | 19 | 1.5 | 0.3 | -4 | 67* | -8
O=C(CN1C(=O)C2C3C=CC(C3)C2C1=O)N1CC=C(c2ccccc2)CC1 (centres undefined) | -3 | 0.28 | 3 | -2 | 0.2 | 1.2 | 0 | -16 | 31*
O=C(NCCc1cn2ccccc2n1)C1CCCCC1 | 0 | . | 14 | -5 | -0.59 | 0.9 | -1 | 14 | 2
CCCC1CC(CSC(=N)N)OC1=O (centres undefined) | 9 | 0.52 | 1 | 0 | -0.59 | 1 | -7 | -4 | 15
O=C(O)C(Cc1ccccc1)n1cccc1 (centres undefined) | 6 | 0.18 | 4 | 0 | 0.38 | 1 | -5 | -1 | 5
CCOC(=O)Cc1csc(NC(=O)CSc2nnc(C(C)C)n2CC)n1 | 2 | 0.03 | 1 | 8 | -1.1 | . | -5 | . | 1
CCOC(=O)CC(=O)c1cc(OC)c(OC)c(OC)c1 | -9 | 0.54 | -1 | -1 | 0.59 | 0.7 | 12 | 29 | 0
Cc1[nH]c2ccccc2c1C(c1ccccn1)c1c(C)[nH]c2ccccc12 | 3 | -0.05 | -7 | -7 | 0.71 | 1 | -1 | 0 | 12
Cc1nccn1CCCN1C(=O)OC2(CCCCC2)C1(C)O (centres undefined) | -6 | 1 | . | . | 1.2 | . | -1 | . | .
Nc1ncnc(N(c2ccccc2)C2CCCCC2)c1[N+](=O)[O-] | 1 | -1 | -10 | 3 | -0.66 | 0.9 | 3 | 8 | 3

Next section.
SMILES | LYP inh 2 | Pyk2 oligo antag | E coli WT exp | PostGolgi yeast | hDAT+cocaine | CYP2C9 act | PTPN22 act | CYP2C9 inh | PostGolgi ctrl
Cn1cnnc1SCCn1c(N2CCCCC2)nc2c1c(=O)[nH]c(=O)n2C | -4 | -0.04 | -8 | 0 | 1.9 | 0.9 | 4 | 7 | 7
CCOC(=O)c1cccnc1SCC(=O)NC(C)CC (centres undefined) | 18 | -0.24 | 3 | 2 | 0.0086 | . | -14 | . | 3
Cc1cc(=O)[nH]c2c(C)c(Cl)ccc12 | -10 | . | . | . | -0.41 | 1.3 | 7 | -34 | .
COc1ccc(/C=C/C(=O)c2ccc[nH]2)cc1OC | -10 | -1.1 | 6 | 17 | 0.051 | 1.3 | 9 | -27 | 3
COc1cccc(C2CC(C(F)(F)F)n3ncc(C(=O)Nc4c(C)n(C)n(-c5ccccc5)c4=O)c3N2)c1 (centres undefined) | 8 | 0.74 | . | . | 1.1 | . | -12 | . | .
